# High-throughput results: PubChem, National Center for Advancing Translational Sciences (NCATS)
# Sm TGR inh: blocks Schistosoma mansoni thioredoxin glutathione reductase | purified TGR, DTNB reduction, TNB absorbance 405 nm | Potency, µM (highest dose often 114 µM), without a hit: top-dose activity change, negative = inhibition, most hits filed as inhibitors | actives 3% (n = 360,000) | AID 485364; also: nearly all actives have a fitted effect of over 60% in size
#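 Kinetic colorimetric format: TGR-catalysed, NADPH-driven DTNB reduction monitored via TNB absorbance. Enzyme dispensed at 20 nM; compound exposure 15 min at room temperature before reaction start.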
# HCV inh: HCV inhibition. Huh7.5.1 HCVcc-Cre infection, luciferase reporter, 44 h. Potency, µM (top dose mostly 41.8 µM), without a hit: at the top dose activity change, negative = inhibition, hits mostly inhibitors. actives 3.4% (n = 340,000). AID 651820
#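 Cells (1,000/well) were plated 4 h before compound, then infected with HCVcc-Cre virus (~0.5 moi). After 44 h further culture, infection was read as luciferase luminescence following a 15 min substrate incubation at room temperature.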
# LmPK inh: LmPK (Leishmania mexicana) enzyme inhibition; Q27686; purified LmPK, Kinase-Glo ATP luminescence, 1 h; Potency, µM (doses to about 57.5 µM), inactives show at the highest dose activity change, negative = inhibition, most hits filed as inhibitors; actives 0.37% (n = 290,000); AID 1721
# Target sequence (Q27686 whole entry, looked up): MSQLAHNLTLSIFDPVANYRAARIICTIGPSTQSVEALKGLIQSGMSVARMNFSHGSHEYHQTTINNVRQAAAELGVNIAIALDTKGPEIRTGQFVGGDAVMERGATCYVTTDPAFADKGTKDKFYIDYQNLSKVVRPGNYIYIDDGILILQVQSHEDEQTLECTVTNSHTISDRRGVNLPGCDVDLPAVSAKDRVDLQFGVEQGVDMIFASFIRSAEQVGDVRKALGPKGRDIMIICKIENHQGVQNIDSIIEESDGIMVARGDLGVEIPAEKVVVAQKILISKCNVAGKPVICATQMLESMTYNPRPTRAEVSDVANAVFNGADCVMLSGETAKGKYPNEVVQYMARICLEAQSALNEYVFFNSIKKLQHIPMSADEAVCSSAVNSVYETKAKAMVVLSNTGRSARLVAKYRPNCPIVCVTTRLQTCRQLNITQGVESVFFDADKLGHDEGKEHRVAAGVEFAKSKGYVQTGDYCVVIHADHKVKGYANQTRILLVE
#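 Screened at intermediate enzyme activity to detect both inhibitors and activators: LmPK at 0.1 nM, with a 0.5 nM enzyme column as activation reference. PEP 0.5 mM, ADP 0.1 mM; ATP detected by luminescence after 1 h.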
# Pf growth 48h: P. falciparum growth inhibition at 48 hours (one generation); actives 5.9% (n = 310,000); P. falciparum luciferase growth in erythrocytes, 48 h; Potency, µM (series often up to 28.7 µM), for inactives: top-dose activity change, negative = inhibition, usual class: inhibitors
#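 Erythrocytes infected with P. falciparum carrying an integrated firefly luciferase reporter (2% hematocrit, 0.1% parasitemia final) were exposed to compounds in RPMI 1640 with 0.5% Albumax at 37 C, 5% CO2. Growth inhibition was scored as reduced luminescence.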
# Pf growth 96h: P. falciparum growth inhibition at 96 hour, primary screen for plastid delayed-death inhibitors | P. falciparum luciferase reporter growth, 96 h | Potency, µM (titrated, usually from 28.7 µM), for inactives: top-dose activity change, negative = inhibition, hits mostly inhibitors | actives 6.9% (n = 320,000)
#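 Cell-based qHTS: luciferase-tagged P. falciparum in erythrocytes (2% hematocrit, 0.05% parasitemia final) incubated with compounds for 96 hours, 37 C, 5% CO2; luciferase detection reagent then added and luminescence measured.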
# Tb PYK inh: T. brucei pyruvate kinase inhibition; Q57TT1; actives 0.12% (n = 410,000); TbPYK enzyme, Kinase-Glo Plus ATP luminescence, 45 min; AID 624173; Potency, µM (doses to about 76.8 µM), for the others: top-dose activity, negative = inhibition, actives largely listed as inhibitors; also: nearly all actives have a fitted effect of over 50% in size
#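 TbPYK + substrate in 50 mM TEA pH 7.2, 100 mM KCl, 10 mM MgCl2, 0.05% BSA, 0.01% Tween-20; cpd pinned; ADP 130 uM final; 45 min RT; Kinase-Glo Plus 10 min; luminescence endpoint.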
# Starred values were filed as active, the others as inactive; ? = inconclusive; nt = no result given; [ ] = another dose, or the depositor's remark. Calls follow the shape of the dose curve; as a rule, active = well fitted curve in the direction sought with a large enough effect; inconclusive = small, poorly fitted or top-dose-only effect, or another doubt; inactive = no such curve, though single readings can be large; an effect the other way counts as inactive or inconclusive. % is scaled to controls: 0 for no effect and ±100 for the full control effect; potency is read from the fitted curve at half-maximal effect. An unsorted share of the library; any-hit rate near 16%.
Structure	Sm TGR inh	HCV inh	LmPK inh	Pf growth 48h	Pf growth 96h	Tb PYK inh
CCOc1ccc(NC(=O)CN(C)c2ccc(S(=O)(=O)N(C(C)C)C(C)C)cn2)cc1OCC	-1%	-18%	4%	?	?	-1%
O=C(Nc1ccc([N+](=O)[O-])cc1)N1CCN(C(=O)C2CCCO2)CC1 (stereo unspecified)	2%	33%[activator]	-5%	?	17%	-1%
Oc1ccc(/C=C/c2ccc3cccc(O)c3n2)cc1Br	-29%	?	2%	nt	?	3%
O=C(NN1CCOCC1)c1ccc(F)cc1	3%	16%	3%	26%	-23%	2%
CC(C)(C)C(=O)[C@H]1[C@H](c2ccccc2)[C@@]2(N=C(c3ccccc3)OC2=O)C2c3ccccc3C=NN21 (stereo partly specified)	-31%	-1%	-1%	?	?	-4%
Cc1cccc2c1OCC/C2=N\NC(=O)COc1ccccc1	19%	-4%	0%	82%[activator]	69%[activator]	-1%
Cc1nc2scc(-c3ccc(Cl)cc3)c2c(=O)o1	-22%	nt	4%	nt	-19%	0%
COc1ccc(CC(=O)OCC(=O)NC(=O)NC2CCCC2)cc1	-1%	15%	nt	4%	66%[activator]	-11%
Cc1cccc(N2CCN(CC3CCCCC3)CC2)c1C	-15%	13%	5%	15%	0%	2%
CCOC(=O)Nc1cccc(NC(=O)c2ccccc2F)c1	8%	-12%	1%	16%	2%	2%

# Molecules above containing four or more nitrogen atoms (2):
Structure	Sm TGR inh	HCV inh	LmPK inh	Pf growth 48h	Pf growth 96h	Tb PYK inh
CCOc1ccc(NC(=O)CN(C)c2ccc(S(=O)(=O)N(C(C)C)C(C)C)cn2)cc1OCC	-1%	-18%	4%	?	?	-1%
O=C(Nc1ccc([N+](=O)[O-])cc1)N1CCN(C(=O)C2CCCO2)CC1 (stereo unspecified)	2%	33%[activator]	-5%	?	17%	-1%

# The list goes on.
Structure	Sm TGR inh	HCV inh	LmPK inh	Pf growth 48h	Pf growth 96h	Tb PYK inh
CCOc1ccc(/C=N/Nc2nc(N3CCCC3)nc(N3CCCC3)n2)cc1OC	-2%	-27%	2%	10µM*	?	-4%
O=S(=O)(NCc1ccccc1Cl)c1cnc[nH]1	12%	13%	2%	-12%	1%	3%
COC(=O)C1=C2SC(C)C(=O)N2C(N)=C(C#N)C1c1ccc(OC)c(OC)c1 (stereo unspecified)	-1%	-1%	1%	0%	?	-27%
CCOC(=O)C1CCN(C(=O)Nc2ccc(OCc3ccccc3)cc2)CC1	6%	-24%	-2%	9%	?	-8%
COc1cc(-c2cc(-c3nnco3)c3ccccc3n2)cc(OC)c1OC	12%	?	-2%	?	?	-8%
O=C(Nc1cccc(S(=O)(=O)Nc2ccc(Cl)cc2)c1)c1ccc(Cl)nc1	-9%	1.6µM*	7%	-10%	?	1%
O=C(NNCS(=O)(=O)O)c1ccncc1	nt	nt	nt	12%	-9%	-7%
CCOc1ccccc1-n1c(SCC(N)=O)nnc1-c1ccccc1	7%	20%	-6%	-10%	nt	?
O=C(Nc1ccc(C(=O)N2CCOCC2)cc1)c1cccs1	-6%	?	?	-7%	-19%	2%
Cn1c(Br)nc2c1c(=O)n(Cc1ccccc1)c(=O)n2C	3%	7%	0%	-14%	-15%	5%

# The closing 3 entries of the part above lead into the next.
Structure	Sm TGR inh	HCV inh	LmPK inh	Pf growth 48h	Pf growth 96h	Tb PYK inh
CCOc1ccccc1-n1c(SCC(N)=O)nnc1-c1ccccc1	7%	20%	-6%	-10%	nt	?
O=C(Nc1ccc(C(=O)N2CCOCC2)cc1)c1cccs1	-6%	?	?	-7%	-19%	2%
Cn1c(Br)nc2c1c(=O)n(Cc1ccccc1)c(=O)n2C	3%	7%	0%	-14%	-15%	5%
Cc1cccc(N2CC(C(=O)Nc3nnc(SCC(=O)NCC4CCCO4)s3)CC2=O)c1 (stereo unspecified)	-34%	-25%	-1%	?	-8%	-11%
CC1CN(S(=O)(=O)c2cc(C(=O)NCCC3=CCCCC3)ccc2Cl)CC(C)O1 (stereo unspecified)	-4%	?	nt	10µM*	?	-1%
O=C(CSc1cccc(C(F)(F)F)c1)NCc1ccccc1	1%	3%	-2%	17%	9%	1%
CCOc1ccc(OCCCCn2ccnc2)cc1	-3%	-7%	-8%	-13%	-5%	7%
CCC1(c2ccc(Cl)cc2)NC(=O)N(CC(=O)NC2CCCCCC2)C1=O (stereo unspecified)	0%	-10%	nt	?	3%	0%
O=C(Nc1ccccc1Cl)C1C(c2ccccc2)C1(Cl)Cl (stereo unspecified)	6%	-8%	-2%	5%	17%	5%
CC(C)c1nnc(NC(=O)C2CCCN2C(=O)Nc2ccccc2[N+](=O)[O-])s1 (stereo unspecified)	-3%	4%	2%	8%	-21%	2%
FC(F)Sc1ccc(NC(=S)N2CCN(c3ccccn3)CC2)cc1	-2%	?	-1%	10%	-15%	-3%
O=C(CSc1ncnc2c1oc1ccccc12)Nc1ccccc1F	0%	-5%	8%	nt	8%	1%
Cc1c(Cl)c([N+](=O)[O-])nn1CCCC(=O)Nc1cccc(O)c1	-8%	2%	1%	20%	9%	1%
COC(=O)c1ccc(NC(=S)NCCc2ccccc2C)cc1	-7%	-15%	2%	3%	3%	-11%
Cn1c(=O)cc(SCC(=O)Nc2ccc3c(c2)OCO3)c2ccccc21	-19%	?	2%	31%[activator]	2.9µM*	1%
CCSc1ccc2nnc(-c3cccc(F)c3)n2n1	11%	?	0%	11%	30%[activator]	?
COc1ccc(N(C(C)C(=O)Nc2ccc(S(=O)(=O)N3CCOCC3)cc2)S(C)(=O)=O)cc1 (stereo unspecified)	-22%	10%	0%	-8%	32%[activator]	-1%
COc1cccc(NC(=O)CNC(=O)c2ccc(C)cc2)c1	2%	8%	0%	10%	-33%[1.15 µM]	4%
CCN(CC)S(=O)(=O)c1ccc(NC(=O)CCC2CCCCC2)cc1	-24%	?	2%	?	nt	-3%
C=CCN(c1ccc(OC)cc1)S(=O)(=O)c1ccc(Cl)c(C(=O)OCC(=O)NC2CC2)c1	3%	-10%	1%	17%	6%	2%
COc1ccc(OC)c(/C=C2/Sc3ccccc3C2=O)c1	0%	-4%	-3%	?	-1%	-16%
CCCC(=O)N/C(N)=N/c1nc2ccccc2o1	-3%	?	-6%	273%[activator]	421%[activator]	-1%
COCCN1CCN(Cc2cn[nH]c2-c2cc3ccccc3o2)CC1	-23%	4%	0%	8%	17%	4%

# The list continues.
# Each structure is followed by: Sm TGR inh, HCV inh, LmPK inh, Pf growth 48h, Pf growth 96h, Tb PYK inh
C=CCN1C(=NC(=O)CCC(=O)O)SC2CS(=O)(=O)CC21 (stereo unspecified)
 : 9%, 7%, -7%, 14%, -1%, -8%
Cc1c(O)c(CN2CCCCC2)cc2c1oc(=O)c1ccccc12
 : -2%, -8%, 1%, 0.33µM*, 0.47µM*, -8%
COc1cc(NC(=O)CNc2ccc(Cl)c(S(=O)(=O)N3CCOCC3)c2)cc(OC)c1
 : -4%, ?, nt, 5.2µM*, ?, 2%
C/C(=N\NC(=O)C1CC1)c1ccccc1Br
 : 6%, 0%, 12%, ?, ?, -4%
CCCn1c2ccccc2c2cnn(CC(=O)N3CCOCC3)c(=O)c21
 : 9%, 13%, 0%, 19%, ?, 3%
O=[N+]([O-])c1ccc(Cl)c(CN2CCN(c3ncccn3)CC2)c1
 : 1%, -6%, 3%, 1%, ?, 3%
CCOc1cc(C(=O)N=c2sccn2C)cc(Br)c1OC
 : 0%, ?, 1%, ?, 7.4µM*, 1%
O=C(Nc1ccc(S(=O)(=O)N2CCCC2)cc1)c1c(F)cccc1F
 : 8%, 9%, 4%, -3%, -24%, -6%
CCC(=O)N1CCN(c2ccc(NC(=O)c3ccccc3)cc2)CC1
 : nt, 3%, -10%, 12%, 17%, -6%
O=C(Cn1nc(Cc2cccnc2)c2ccccc2c1=O)NCc1ccc2c(c1)OCO2
 : -24%, 0%, 3%, nt, ?, 2%
COc1cccc(-c2cc(C(=O)N3CCc4ccccc4C3)[nH]n2)c1
 : 2%, -17%, 3%, 73%[activator], ?, -4%
COC(=O)c1cc(C(=O)NNC(=O)c2ccc3c(c2)OCO3)cc([N+](=O)[O-])c1
 : -6%, 8%, nt, 5%, ?, 1%
Cc1cccc(OCC(=O)N/N=C/C=C/c2ccco2)c1
 : 40µM*, 8%, -1%, 15%, 45%[activator], -3%
CCN1CCN(c2ncc(C(=O)Nc3cc(Cl)ccc3OC)c3ccccc23)CC1
 : 1%, ?, 3%, ?, 19%, 2%
Cc1ccc(C)c(OCc2cc(C(=O)N3C[C@H]4C[C@@H](C3)c3cccc(=O)n3C4)no2)c1
 : 4%, 9%, 0%, 3%, 13%, -5%
CC1(C)C2CCC(C2)C1(C)NC(=O)CNC1CCCCC1 (stereo unspecified)
 : 4%, 15%, -6%, ?, 14%, 7%
O=C(NNc1ccc(Cl)cc1)c1c(F)cccc1Cl
 : -11%, -18%, 3%, 14%, 29%, -14%
COc1cc(/C=C2/CCC/C(=C\c3cc(O)c(OC)c(Cl)c3)C2=O)cc(Cl)c1O
 : 0%, 11µM*, -9%, ?, 0.13µM*, -8%
CCN(C(=O)CSc1nc(N)cc(N)n1)C1CCS(=O)(=O)C1 (stereo unspecified)
 : -21%, 0%, -11%, 17%, 29%, 3%
CCc1cccc(NC(=O)C2CCCN(S(=O)(=O)c3cnc[nH]3)C2)c1 (stereo unspecified)
 : 8%, 11%, -3%, 24%, 2%, -6%
CCOc1ccc(C(=O)NCC(=O)OCCCC(=O)c2ccc(F)cc2)cc1OCC
 : -13%, ?, nt, -9%, -35%, 2%
CCCCNC(=O)c1c(N)n(CCCOC)c2nc3ccccc3nc12
 : -4%, ?, -5%, ?, nt, 3%
CC1CCN(c2ccc(NC(=S)NC(=O)c3ccco3)cc2)CC1
 : ?, -9%, 5%, ?, ?, -2%
O=C(C1=C[C@@H](c2ccc(C(F)(F)F)cc2)C[C@@H](OCCCCO)O1)N1CCN(Cc2ccccc2)CC1
 : ?, 23%, 8%, ?, ?, -13%
Cc1ccc(C)c(NS(=O)(=O)c2cc(C(=O)NCCSC3CCCCC3)ccc2C)c1
 : -21%, ?, 1%, ?, ?, -6%
COCCCNS(=O)(=O)c1ccc2[nH]c3c(c2c1)CCCCC3
 : -9%, ?, -1%, -2%, ?, 23%
CCOC(=O)CC(=O)Nc1ccn[nH]1
 : -7%, 5%, 6%, 6%, 11%, 3%
CC(C)OC(=O)c1ccc(COC(=O)c2cnccn2)cc1
 : 9%, 5%, ?, -2%, 10%, -4%
COC(=O)c1ccc(C(=O)OC)c(NC(=S)N2CCCCC2C)c1 (stereo unspecified)
 : -21%, 0%, -1%, 32%[activator], 13%, 6%
CC1=Nc2ccccc2/C1=C/c1c(O)[nH]c(=O)[nH]c1=O
 : -20%, 2%, 1%, 3%, 2.1µM*, -10%
COc1cc(NC(=O)CN2C(=O)NC3(CCOc4ccccc43)C2=O)cc(OC)c1 (stereo unspecified)
 : -23%, -2%, nt, ?, ?, 1%
O=C(/C=C/c1ccccc1)NCC(=O)N/N=C/c1cccs1
 : -1%, 7%, -6%, 2%, ?, -5%
